DENV2 CPE: inhibitors of DENV2 cytopathic effect; actives 1.7% (n = 350,000); AID 651640; CPE inhibition, % at 9.99 µM; DENV2-infected cells, cytopathic effect rescue, plate reader; in the data active means CPE inhibition above about 20%, passing the limit was not always enough; inconclusive means no clear call, values can overlap the other calls; tested in BHK-21 cells;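 further: 0% = median of neutral control wells and 100% = median of positive control wells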
XiGFP reactiv: X-chromosome reactivation activator; XiGFP mouse fibroblasts, % GFP-positive cells imaging, 3 d; cells co-treated with 5-aza-dC sensitizer; scaled so ellipticine positive control = 100%; activation, % at 7.58 µM; actives 0.055% (n = 360,000);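 active means mean normalized replicate activation at least 10% and every replicate at or above 10%; inconclusive means only one of the two criteria met; inactive means mean below 10% and not all replicates reach 10%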;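 further: 0% = median of on-plate neutral control wells and 100% = ellipticine 6 µM median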
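Schedule: 3 d treatment, 15 min room-temperature fixation; system: 68-5-11 XiGFP fibroblast line; buffer or medium: DMEM plus 5-aza-dC sensitizer; control set: ellipticine 6 µM positive control; compound: one concentration, pinned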
GSIS activator: GLuc luminescence reporter in INS-1E cells, primary screen for activators of glucose-dependent secretion of insulin; activation, % at 16.6 µM; AID 743287; actives 0.61% (n = 370,000); INS-1E GLuc reporter insulin secretion, 2-3 h;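 active means lowest replicate activation of at least 40%, so every replicate reaches that level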;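 further: 0% = median of neutral control wells and 100% = median of IBMX positive control wells; some compounds called inactive have numbers as strong as hits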
RAD54 branch: RAD54 (human) branch migration inhibition | inhibition, % at 10.4 µM | Q92698 | actives 0.14% (n = 360,000) | RAD54 Holliday junction branch migration, FAM/BHQ fluorescence;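 active means mean normalized replicate activity at least 40 and at least half of replicates scoring 40 or more; inconclusive means only one of the two criteria met; inactive means mean below 40 and under half of replicates reaching 40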;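 further: 0% = median of neutral control wells and 100% = median of positive control wells; inhibitors cause a drop in the FAM fluorescence signal; in these data hits start at about 50%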
RAD52 inh: RAD52 (human) annealing inhibition | inhibition, % at 18.7 µM | P43351 | actives 0.46% (n = 360,000) | AID 651710 | recombinant RAD52 DNA annealing, FRET fluorescence;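 active means every replicate showing at least 50% inhibition; inconclusive means mean inhibition at least 50% but not in every replicate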
Target sequence (P43351 whole entry, looked up): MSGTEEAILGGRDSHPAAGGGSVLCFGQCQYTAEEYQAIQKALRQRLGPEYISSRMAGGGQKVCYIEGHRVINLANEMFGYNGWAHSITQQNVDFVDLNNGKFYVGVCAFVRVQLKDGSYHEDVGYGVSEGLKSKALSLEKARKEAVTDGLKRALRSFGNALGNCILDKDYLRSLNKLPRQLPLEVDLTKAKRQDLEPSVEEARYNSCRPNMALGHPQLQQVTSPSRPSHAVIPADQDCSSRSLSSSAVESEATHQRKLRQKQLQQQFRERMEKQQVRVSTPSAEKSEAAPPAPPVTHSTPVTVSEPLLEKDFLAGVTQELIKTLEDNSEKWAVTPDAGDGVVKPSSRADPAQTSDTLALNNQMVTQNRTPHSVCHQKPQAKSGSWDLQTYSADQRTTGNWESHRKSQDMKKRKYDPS
CASP6 VEID inh: blocks human caspase-6 cleavage activity; purified caspase-6, Z-VEID-R110 cleavage fluorescence; inhibition, % at 12.5 µM; actives 0.53% (n = 350,000); AID 686996;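 active means mean inhibition across replicates at least about 35%, with every replicate also reaching that limit, limit read from the data; inconclusive means only one of the two criteria met; inactive means neither criterion met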;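 further: 0% = median of neutral control wells and 100% = no fluorescence left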
CFTR F508del cor: correctors of CFTR F508del function in bronchial epithelial cells; CFBE cells, YFP halide quenching; stimulated with forskolin plus potentiator P3; % fluorescence drop versus neutral controls; activity (quench increase), % at 7.58 µM; actives 0.36% (n = 350,000);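 active means mean added fluorescence quench of at least 8% versus neutral control, with both replicates also reaching 8%; inconclusive means only one of the mean or replicate conditions met; inactive means mean below 8% and not both replicates reaching 8%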;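 further: cells transiently co-express mutant CFTR-F508del with the halide-sensitive YFP; corrector assay measuring rescue of mutant channel to the surface after 24 h compound exposure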
E-selectin induc: induces E-selectin expression in human endothelial cells. P16581. HUVEC E-selectin immunofluorescence imaging; normalized: neutral wells 0, TNF-alpha wells 100. activation, % at 7.58 µM. actives 0.37% (n = 260,000). AID 686992;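 active means mean E-selectin-positive cell signal at least 10% of the positive control, reached in at least 60% of replicates, without over 20% cell loss; inconclusive means no rule given, readout overlaps actives, possibly toxicity-flagged; inactive means the rest, including those meeting only one limit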;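 further: in these data hits start at about 27%; measured in HUVEC primary endothelial cells; signal is the percent of cells scored E-selectin positive by PE staining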
Target sequence (P16581 whole entry, looked up): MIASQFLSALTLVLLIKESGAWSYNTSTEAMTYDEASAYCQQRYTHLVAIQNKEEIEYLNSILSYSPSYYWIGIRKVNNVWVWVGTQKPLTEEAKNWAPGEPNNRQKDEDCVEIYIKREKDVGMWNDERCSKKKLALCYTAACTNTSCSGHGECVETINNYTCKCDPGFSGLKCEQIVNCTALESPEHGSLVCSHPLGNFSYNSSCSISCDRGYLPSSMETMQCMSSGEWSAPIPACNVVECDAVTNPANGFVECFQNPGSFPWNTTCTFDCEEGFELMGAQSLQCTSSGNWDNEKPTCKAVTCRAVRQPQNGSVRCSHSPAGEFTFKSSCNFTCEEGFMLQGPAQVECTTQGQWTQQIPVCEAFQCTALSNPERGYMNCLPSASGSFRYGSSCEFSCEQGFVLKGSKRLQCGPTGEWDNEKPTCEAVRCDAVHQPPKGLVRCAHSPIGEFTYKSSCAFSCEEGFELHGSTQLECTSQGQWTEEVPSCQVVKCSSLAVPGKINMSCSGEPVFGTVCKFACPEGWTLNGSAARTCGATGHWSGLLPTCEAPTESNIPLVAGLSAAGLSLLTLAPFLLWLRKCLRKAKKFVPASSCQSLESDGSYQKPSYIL
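Material: HUVEC primary endothelial cells; Amount: 3,000 cells per well; Dosing: single concentration; Medium: EGM-2 growth medium on 0.1% gelatin-coated wells; Read-out basis: percent E-selectin-positive cells; Signal: immunofluorescence imaging; Control set: TNF-alpha, DMSO.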
Numbers without * were called inactive; ? = inconclusive; . = no result given.

| canonical_smiles | DENV2 CPE | XiGFP reactiv | GSIS activator | RAD54 branch | RAD52 inh | CASP6 VEID inh | CFTR F508del cor | E-selectin induc |
| --- | --- | --- | --- | --- | --- | --- | --- | --- |
| CCCn1nc(C(=O)OCC(=O)c2c(N)n(C)c(=O)n(C)c2=O)c2ccccc2c1=O | -2 | 0.0 | -22 | . | 0 | 6 | 3.4 | -0.1 |
| Cc1csc(SCC(=O)NC(C)C2CC3CCC2C3)n1 (centres undefined) | 0 | 0.0 | 3 | 6 | -8 | -84 | 3.0 | . |
| COc1cccc(CC(=O)Nc2nc(-c3ccc(OC)c(OC)c3)cs2)c1 | -5 | 0.0 | 21 | 14 | -9 | 2 | 2.0 | 0.8 |
| Cc1csc(SC(C)c2nc3scc(-c4ccccc4)c3c(=O)[nH]2)n1 (centres undefined) | ? | -0.2 | -3 | . | -7 | 5 | -1.3 | 0.4 |
| CNC[C@H]1OCCCC[C@@H](C)Oc2ccc(NC(=O)NC3CCCCC3)cc2C(=O)N([C@@H](C)CO)C[C@H]1C | . | 1.9 | 4 | . | . | . | 0.0 | 0.0 |
| C[C@H]1CC[C@@]2(O[C@H](CCO)C[C@@H](O)[C@@H]2O)O1 | 4 | 0.0 | -1 | -4 | 1 | 0 | -2.7 | 0.0 |
| C[C@H]1CN([C@@H](C)CO)C(=O)Cc2cc(NS(=O)(=O)c3cccs3)ccc2O[C@@H]1CN(C)C(=O)Nc1ccc(C(F)(F)F)cc1 | -3 | 0.2 | 5 | 3 | 0 | -1 | -1.9 | . |
| Cc1sc2ncnc(SCC(=O)c3ccc(O)cc3O)c2c1C | -3 | -0.2 | 2 | . | -6 | 1 | 0.2 | -0.2 |
| CCN1CCN(C(=O)c2ccc(CN(c3ccc(C)c(C)c3)S(C)(=O)=O)cc2)CC1 | 7 | -0.1 | -6 | -3 | -10 | 0 | -2.3 | 0.2 |
| C/C(NCCc1ccc(O)cc1)=C1/CCOC1=O | 13 | 0.0 | 12 | -13 | -19 | -1 | 3.2 | . |
| S=C1NC[C@H](Cc2ccccc2)N1CC1CCN(CCCCc2ccccc2)CC1 | 5 | -0.1 | 7 | 5 | 7 | -10 | 3.6 | -0.1 |
| O=C(NCCc1ccccc1)c1cc([N+](=O)[O-])ccc1N1CCOCC1 | -12 | 0.0 | 18 | 2 | -10 | -3 | 1.5 | 0.1 |
| COC(C/C=C/[C@@H](O)COCc1ccccc1)OC | 1 | 0.3 | -6 | 3 | -34 | -1 | -2.6 | 0.0 |
| Cc1ccc(S(=O)(=O)Nc2ccccc2/C=N/c2nc3ccccc3n2C(C)C)cc1 | 7 | 0.0 | -8 | . | -31 | -3 | -2.5 | . |
| COc1ccc(S(=O)(=O)NC(C)C(=O)NCc2cccnc2)cc1OC (centres undefined) | -2 | 0.2 | 3 | -11 | -3 | -1 | -3.8 | 0.2 |
| CO[C@@H]1CN(C)C(=O)c2ccc(NC(=O)c3cnccn3)cc2OC[C@@H](C)N(CC2CC2)C[C@H]1C | -1 | 0.0 | 10 | -5 | -10 | . | 0.9 | -0.2 |
| Cc1ccc(NC(=O)/C=C/c2ccc(S(=O)(=O)N3CCOCC3)cc2)cc1S(=O)(=O)N(C)C | 3 | -0.1 | -8 | -5 | -15 | 0 | -0.9 | . |
| COc1ccccc1S(=O)(=O)N[C@H]1CC[C@@H](CCn2cc(C3CC3)nn2)O[C@H]1CO | -4 | 1.0 | -13 | -10 | -14 | -3 | -1.1 | -0.3 |
| COc1ccc(S(=O)(=O)N2CCN(c3ncccn3)CC2)cc1OC | -1 | -0.1 | 11 | -4 | -22 | -1 | 4.2 | . |
| Cc1noc(C)c1S(=O)(=O)Nc1ccc2c(c1)C(=O)N([C@@H](C)CO)C[C@@H](C)[C@H](CN(C)S(=O)(=O)c1ccc(F)cc1)OCCCC[C@H](C)O2 | -14 | 0.1 | -8 | -5 | 94* | 4 | 0.9 | -0.1 |
| Cc1ccccc1NC(=O)CSc1nc(O)cc(=O)n1C | 0 | 0.1 | 3 | 11 | -27 | 2 | 1.5 | . |
| O=C(Nc1ccnn1C1CCN(C(=O)c2cccc(C(F)(F)F)c2)CC1)C1CC1 | -5 | 0.2 | -5 | 1 | -13 | 2 | 1.8 | -0.2 |
| O=C(C1CCCO1)N1CCN(C(=S)Nc2cccc(F)c2)CC1 (centres undefined) | 11 | -0.1 | . | 0 | -26 | 3 | -3.3 | 0.2 |
| CC(C)NC(=O)N(C)C[C@@H]1Oc2ccc(NC(=O)Nc3ccc(F)cc3)cc2C(=O)N([C@H](C)CO)C[C@H]1C | -3 | -0.8 | 9 | -2 | 3 | -1 | 2.6 | -0.5 |
| COc1ccc(CN(C)C[C@H]2Oc3c(NC(=O)C4CCOCC4)cccc3C(=O)N([C@@H](C)CO)C[C@@H]2C)cc1 | 11 | 0.0 | 6 | -3 | 5 | 1 | 3.5 | -0.4 |
| N#C[C@H]1[C@H](c2ccc(C#Cc3ccccc3F)cc2)[C@H](CO)N1C(=O)C1CCC1 | 4 | -0.1 | 8 | -14 | 2 | 2 | 0.9 | -0.5 |
| O=C(NC1CCCC1)[C@@H]1CSC2c3ccccc3C(=O)N21 (some centres undefined) | 4 | 0.4 | 3 | . | -1 | 0 | -4.5 | . |
| COCc1[nH]nc2c1C(c1ccc(F)cc1)NC2=O (centres undefined) | -10 | -0.3 | 0 | . | -7 | -3 | 0.0 | 0.2 |
| COc1ccc(S(=O)(=O)Nc2ccc3c(c2)C(=O)N([C@@H](C)CO)C[C@@H](C)[C@@H](CN(C)CC2CC2)O3)cc1 | -7 | -0.7 | 11 | -3 | 0 | 2 | 0.0 | 0.3 |
| NS(=O)(=O)c1ccc(CCNC(=O)Cc2ccc(S(=O)(=O)N3CCCC3)s2)cc1 | -3 | -0.3 | -4 | . | -41 | 6 | -0.7 | 0.1 |
| CCN(CC)S(=O)(=O)c1ccc(/C=C/C(=O)Nc2ccccc2N2CCOCC2)cc1 | 2 | -0.1 | -8 | -3 | -13 | 0 | 0.0 | -0.3 |
| COCC1CCCN(Cc2nc(Cc3ccccc3)no2)C1 (centres undefined) | 4 | 0.0 | -2 | . | -20 | 1 | -0.7 | . |
| CCC(C)NC(=O)Nc1ccc(Br)cc1Cl (centres undefined) | . | 0.0 | 3 | . | 2 | 2 | 2.7 | 0.0 |
| C/C(Cl)=C/CSc1nn2c(=O)c3ccccc3nc2s1 | . | . | 3 | 1 | -14 | 2 | . | . |
| N#Cc1c(-c2ccc(Cl)cc2)cc(-c2cccs2)nc1SCC(=O)O | -3 | 0.0 | -51 | . | -20 | 25 | -0.1 | 0.1 |
| O=C(NCCO)C1CCN(C(=O)c2ccc(-c3ccccc3)cc2)CC1 | 7 | 0.0 | 19 | . | -11 | 3 | 0.5 | 0.0 |
| CO[C@H]1CN(C)C(=O)c2ccc(NC(C)=O)cc2OC[C@@H](C)N(C(=O)CN(C)C)C[C@H]1C | . | -0.5 | 9 | -6 | . | . | 2.1 | -0.2 |
| C[C@@H]1CN([C@@H](C)CO)C(=O)c2cccc(NS(=O)(=O)c3ccc(F)cc3)c2O[C@@H]1CN(C)S(=O)(=O)c1ccc(F)cc1 | -4 | 0.1 | -4 | 8 | -16 | -3 | 0.3 | -0.3 |
| NC(=O)CC(NC(=O)c1ccccc1)c1ccc(NCCOc2ccccc2)c([N+](=O)[O-])c1 (centres undefined) | . | 0.4 | -3 | 5 | . | . | 1.9 | 0.9 |
| C[C@@H]1CCCCO[C@@H](CN(C)Cc2ccc(Cl)c(Cl)c2)[C@H](C)CN([C@@H](C)CO)C(=O)c2cc(NS(=O)(=O)c3ccc(F)cc3)ccc2O1 | -6 | 0.1 | -10 | -2 | -9 | 2 | -3.6 | -0.2 |
| O=C(CSc1nc(=O)n(CCCN2CCOCC2)c2c1CCCC2)Nc1ccc(F)cc1 | 11 | 0.1 | 0 | 2 | -3 | -4 | 1.9 | 1.4 |
| COc1ccccc1N(CC(O)COc1c(C)cc(C)cc1C)S(=O)(=O)c1ccccc1 (centres undefined) | . | -0.1 | -24 | -11 | -8 | -3 | 0.1 | . |
| C[C@H](CO)N1C[C@H](C)[C@H](CN(C)S(C)(=O)=O)Oc2ccc(NS(=O)(=O)c3ccccc3)cc2C1=O | -11 | 0.0 | -9 | 7 | 2 | 1 | -0.2 | 0.0 |
| O=C(CCc1c[nH]c2ccccc12)OCc1cccc(C(F)(F)F)c1 | 4 | -0.1 | 5 | -8 | 0 | -3 | -1.8 | -0.7 |
| Cc1cc(C)c(OCC(=O)Nc2ccc(NC(=O)c3ccco3)cc2)c([N+](=O)[O-])c1 | . | -0.1 | 9 | 1 | . | . | . | -0.3 |
| Cc1ccc(NC(=O)COC(=O)c2ccn(C)n2)cc1 | -8 | . | 4 | -2 | -3 | 2 | -2.0 | . |
| Cc1cc(C(=O)Nn2cnnc2)ccc1[N+](=O)[O-] | -1 | 0.0 | 9 | -4 | -11 | 0 | -0.1 | . |
| CC(C)C#Cc1ccc2c(c1)O[C@H](CN(C)C(=O)c1ccncc1)[C@@H](C)CN([C@@H](C)CO)S2(=O)=O | -1 | -0.8 | -2 | -18 | -5 | 5 | -1.8 | -0.3 |
| CC[C@@H](C)[C@@H]1CN([C@@H](C)CN2CCC[C@H]2CN2C(N)=NC[C@H]2C(C)C)C(=N)N1CCc1ccc(Cl)c(Cl)c1 | -15 | -0.1 | 8 | 2 | 23 | -2 | -3.0 | -0.1 |
| CN(C)C(=O)CSc1nnc(-c2ccc(S(=O)(=O)N3CCCC3)cc2)n1C | 3 | 0.6 | 1 | 12 | -13 | -5 | 1.0 | 0.1 |
| CCOC(=O)CSc1nnc(NC(=O)c2ccco2)s1 | 9 | 0.0 | -1 | 6 | -10 | -1 | 1.6 | . |
| O=C(c1cnc2nc3ccccc3n2c1)c1cc(F)ccc1O | 8 | 0.4 | -5 | . | -21 | 1 | 2.2 | 1.5 |
| CN(CC(=O)Nc1ccc(F)cc1)C(=O)CN1C(=O)NC(CCc2ccccc2)C1=O (centres undefined) | 6 | 0.2 | -2 | -6 | 0 | -2 | -0.2 | -0.1 |
| O=C(NCCCN1C(=O)c2ccccc2C1=O)OCc1ccccc1 | ? | 0.0 | -8 | . | -9 | -3 | -3.7 | . |
| NC(=O)c1cc(Cl)ccc1OCC(=O)N1CCCc2ccccc21 | 4 | 0.0 | 2 | -16 | -8 | -2 | -1.3 | 0.0 |
| CCc1nc2c(OCc3ccc(Cl)cc3Cl)cccn2c1N(C=O)Cc1ccc(OC)cc1 | -7 | 0.3 | -29 | -15 | -14 | 5 | 0.4 | -0.2 |
| COc1ccc(/C=C/C(=O)O/N=C(\N)c2cccnc2)cc1OC | 2 | 0.0 | 18 | . | -1 | -7 | 3.6 | 7.0 |
| CCC1=Nc2cc(C(=O)NCCN3CCOCC3)ccc2Sc2ccc(Br)cc21 | 1 | 0.1 | 16 | -4 | -41 | -1 | -2.5 | . |
| C[C@@H]1CN([C@H](C)CO)C(=O)c2cc(NC(=O)c3ccncc3)ccc2O[C@H]1CN(C)C(=O)Nc1ccc(C(F)(F)F)cc1 | 13 | 0.1 | 2 | -1 | 4 | -2 | -2.2 | 0.1 |

Bioassay records from PubChem.
